# Screens from PubChem.
# 697 NFkB inh: lowers PMA/ionomycin-induced NF-kB signal in 697 B cells; 330,000 compounds, 0.33% hits; inhibition, % at 4 µM; 697 B-cell NF-kB luciferase reporter, 16 h; in the data active = inhibition above about 35%
# Gli-Sufu block: Gli-Sufu pathway antagonism | Sufu-KO-LIGHT fibroblasts, Gli luciferase reporter luminescence | inhibition, % at 5 µM | 340,000 compounds, 0.74% hits;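 active = inhibition above about 55%, limit read from the data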;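 note: 0% = DMSO-treated cells and 100% = wells with medium but no cells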
# UBC13 inh: inhibitors of human UBC13 polyubiquitin chain formation. P61088. TR-FRET. inhibition, % at 20 µM. 330,000 compounds, 0.47% hits. AID 485273; in the data active = inhibition above about 45%, passing the limit was not always enough
# Apaf1 inhib: inhibitors of human Apaf-1 apoptosome; 330,000 compounds, 0.71% hits; O14727; inhibition, % at 20 µM; reconstituted apoptosome caspase-3 activity, DEVD-Rh110 fluorescence; active = inhibition of at least 40% at 20 µM;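 note: plate controls were DMSO wells for no effect and DEVD-CHO caspase inhibitor wells for full effect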
#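 Material: cell-free apoptosome with Apaf-1, procaspase-3 and caspase-9; Buffer or medium: Hepes pH 7.5 with detergent and BSA; Reagent: cytochrome c trigger plus (Z-DEVD)2-Rh110 caspase-3 substrate; Times: compound with Apaf-1, dATP, procaspase-3 30 min, then 50 min reaction, room temperature; Technique: Rh110 fluorescence intensity.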
# CCR6 antagonist: antagonists of human CCR6 receptor | 340,000 compounds, 0.49% hits | P51684 | CHO-K1 CCR6 PathHunter beta-arrestin, luminescence, CCL20-stimulated | AID 493098 | inhibition, % at 20 µM;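 active = compounds whose inhibition of the agonist-driven luminescence signal at 20 µM reaches about 50%, limit read from the data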;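 note: cells stimulated with CCL20 at 14 nM final; plate controls were DMSO with CCL20 for no effect and DMSO without agonist for full effect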
# Target sequence (P51684 whole entry, looked up): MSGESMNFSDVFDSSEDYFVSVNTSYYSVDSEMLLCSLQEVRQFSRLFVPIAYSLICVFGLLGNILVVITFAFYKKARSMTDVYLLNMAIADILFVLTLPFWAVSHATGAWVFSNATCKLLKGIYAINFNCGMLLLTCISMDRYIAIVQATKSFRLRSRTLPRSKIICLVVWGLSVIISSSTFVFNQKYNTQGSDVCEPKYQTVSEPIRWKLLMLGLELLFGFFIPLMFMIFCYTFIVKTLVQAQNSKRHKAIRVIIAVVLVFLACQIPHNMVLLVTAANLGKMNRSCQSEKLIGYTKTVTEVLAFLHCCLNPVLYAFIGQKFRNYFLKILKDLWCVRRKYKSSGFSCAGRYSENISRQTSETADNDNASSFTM
# SENP8 inh: blocks the human protease SENP8; Q96LD8; purified SENP8, Z-RLRGG-aminoluciferin cleavage, luminescence; inhibition, % at 10 µM; 330,000 compounds, 1.2% hits
# Target sequence (Q96LD8 whole entry, looked up): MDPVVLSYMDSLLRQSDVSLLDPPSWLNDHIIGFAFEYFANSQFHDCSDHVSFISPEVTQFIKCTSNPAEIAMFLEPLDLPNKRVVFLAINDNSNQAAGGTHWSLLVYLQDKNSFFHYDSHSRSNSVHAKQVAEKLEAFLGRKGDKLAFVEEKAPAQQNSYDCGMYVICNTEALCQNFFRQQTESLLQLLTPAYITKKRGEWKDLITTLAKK
# Jurkat NFkB inh: lowers PMA/ionomycin-induced NF-kB signal in Jurkat cells; 330,000 compounds, 0.53% hits; inhibition, % at 4 µM; AID 435003; PMA/ionomycin-induced NF-kB luciferase reporter, luminescence
# EBI2 antag: EBI2 (human) antagonism; P32249; EBI2 beta-arrestin recruitment, luminescence, 7a,25-OHC stimulated; inhibition, % at 5 µM; 360,000 compounds, 0.81% hits; AID 651636; in the data active = inhibition above about 38%;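 note: enzyme fragment complementation signal reports receptor beta-arrestin coupling in cells; 0% = agonist plus DMSO wells and 100% = wells without agonist; some results beyond the cut were filed as inactive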
# Target sequence (P32249 whole entry, looked up, the tested form may be a part): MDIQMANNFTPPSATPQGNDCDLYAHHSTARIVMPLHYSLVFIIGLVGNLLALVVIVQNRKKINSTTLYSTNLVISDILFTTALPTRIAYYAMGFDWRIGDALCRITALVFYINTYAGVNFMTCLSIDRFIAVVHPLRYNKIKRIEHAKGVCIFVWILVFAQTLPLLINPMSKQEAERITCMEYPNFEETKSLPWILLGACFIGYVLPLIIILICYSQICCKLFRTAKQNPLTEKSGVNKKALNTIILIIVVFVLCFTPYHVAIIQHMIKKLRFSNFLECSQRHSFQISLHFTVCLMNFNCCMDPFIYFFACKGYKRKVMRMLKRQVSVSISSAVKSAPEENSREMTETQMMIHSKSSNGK
# The depositor's hits bear a star; & = joins results of further samples. Cut-off read from the data, not from the text of the source, unless noted: active = inhibition above about 50%; inactive = the rest. Some of the compounds tested; count on the stated rates, not on these rows.
Compound,Jurkat NFkB inh,Gli-Sufu block,UBC13 inh,SENP8 inh,CCR6 antagonist,EBI2 antag,697 NFkB inh,Apaf1 inhib
COc1ccccc1CNC(=O)C1CCCCN1S(=O)(=O)c1ccccc1 (stereo unspecified),6,-3,-2,5,21,0,22,2
Cc1cc(C)nc(N2N=C(c3ccccc3)CC2=O)n1,11,3,-17,5,15,0,-7,10
S=C(Nc1ccc(Cl)cc1)c1nc2ccccc2[nH]1,9,-56,-14,41,24,11,-28,4
CCOC(=O)C(NCCc1ccccc1F)(NC(C)=O)C(F)(F)F (stereo unspecified),4,-27,-6,-1,11,-16,18,1
CCCCCCn1c(SCCC)nc2c1c(=O)[nH]c(=O)n2C,14,9,3,-6,10,4,-26,22
Cc1ccccc1/C=C1\Oc2ccccc2C1=O,-5,-1,15,63*,7,-5,2,9
C=CCNC(=O)Cn1c(=O)c2c(ncn2CCC(C)C)n(Cc2ccccc2)c1=O,26,0,1,5,14,-10,8,0
CCOC(=O)c1cccc(NC(=O)C(C)N2C(=O)c3ccccc3C2=O)c1 (stereo unspecified),-1,2,-5,-7,-1,2,-2,-4
Cc1nc2sccn2c(=O)c1S(=O)(=O)NCCc1ccc(Cl)cc1,-9,-24,5,6,16,0,-5,1
CC(NC(=O)c1ccccc1F)c1nnc(SCC(=O)NC2CCCCC2)n1C (stereo unspecified),-3,12,0,3,14,-3,0,3
Cc1ccccc1N=Cc1c(O)n(-c2nccs2)c(=O)c2ccccc12,-11,0,-8,3,13,-6,9,3
CCCCOc1ccc(C(=O)Nc2ccc(OCC(=O)N3CCOCC3)cc2)cc1,-20,-6,4,2,8,-3,8,12
C/C=C/Cn1c(SC)nc2c1c(=O)[nH]c(=O)n2C,-2,4,9,-6,15,5,19,-8
CN([C@@H](Cc1ccc(OS(=O)(=O)c2cccc3cnccc23)cc1)C(=O)N1CCN(c2ccccc2)CC1)S(=O)(=O)c1cccc2cnccc12,19,28,-30,1,-2,-3,-57,22
COc1cccc(CC2(CO)CCCN(Cc3ccc(CO)o3)C2)c1 (stereo unspecified),-6,-8,-6,1,-2,7,14,-5
COc1cn(-c2ccccc2)nc1C(=O)Nc1ccc(C)cc1,-75,8,1,4,5,21,-44,19
Cc1ccccc1C(OCCN(C(C)C)C(C)C)c1ccccc1 (stereo unspecified),-12,16,5,-9,24,5,-21,-5
CN1CCN(C(=O)C2=C[C@H](c3csc4ccccc34)C[C@H](OCCCCO)O2)CC1,-6,19,-1,-9,16,0,-8,-1
COc1ccc(Cl)cc1NC(=O)COC(C)=O,2,-10,2,-1,-8,5,8,-11
O=c1cc(-c2ccccc2)c2ccccc2[nH]1,6,2,1,-1,10,2,4,5
CC1(c2ccc(Cl)cc2)NC(=O)N(CN2CCOCC2)C1=O (stereo unspecified),3,6,5,8,-8,3,11,3
Cn1c(=O)n(CCc2ccccc2)c(=O)c2c1ncn2Cc1ccccc1,-2,18,30,-7,30,11,-10,5
Clc1ccc(Nc2nc(C3CC3)cs2)cc1,-106,-39,6,12,35,11,-163,10
CN(C(=O)c1ccc(NC(=O)Cc2cccc([N+](=O)[O-])c2)cc1)C1CC1,3,-7,0,4,15,-2,4,-4
CC1CCN(CCNC(=O)C2CCN(S(=O)(=O)c3cccc4nsnc34)CC2)CC1,7,-29,-12,-5,5,1,-28,17
Cc1nn(C)c(C)c1CNC(=O)Nc1ccc2c(c1)OCO2,-28,-25,7,-3,4,-9,-19,-6
CCN(CC)C(=O)c1ccc(-c2nnc(Nc3cccc(O)c3)c3ccccc23)cc1,7,42,-13,-12,4,-14,-23,16
COC(=O)[C@H](CC(C)C)N(Cc1ccccc1)S(=O)(=O)N(Cc1ccc(OC)cc1)[C@@H](CC(C)C)C(=O)OC,16,30,6,6,25,7,-7,16
O=C(NCCOc1nc(N2CCCCC2)nc(N2CCCCC2)n1)Nc1ccccc1,-4,4,-9,-4,1,1,-8,41*
COCCNC(=O)c1c[nH]c2ccc(S(=O)(=O)N3CCOCC3)cc2c1=O,-9,-9,-5,6,-4,2,-12,1
CC1CCN(C(=O)C2CCCN(S(=O)(=O)c3cccc4nsnc34)C2)CC1 (stereo unspecified),2,-3,-3,-5,13,3,-8,-1
CCCc1cc(=O)c2c(O)ccc(OC)c2o1,12,0,34,-1,6,-3,10,-9
CCc1nc(SCC(=O)NCc2ccco2)c2c3c(sc2n1)CCCC3,1,11,-5,-8,14,18,-39,10
COc1ccc(C2CC2/C(C)=N/OC(=O)c2ccc(F)cc2)cc1 (stereo unspecified),-18,-18,2,-2,17,3,-2,9
NNC(=S)Nc1ccc(S(=O)(=O)N2CCOCC2)cc1,-1,-1,-8,-7,9,39,-3,-4
O=C(O)CNC(=O)c1ccc2c(c1)OCCO2,3,0,3,7,3,-11,25,-22
COc1ccc(S(=O)(=O)N2CCC(C(=O)NCc3cccc(OC)c3)CC2)cc1,7,-5,-1,-5,2,17,-7,4
Cc1ccc(-n2nnnc2-c2cccnc2)cc1,-3,1,0,1,-4,-6,2,1
COc1ccc(NC(=O)c2cccc(N3C(=O)C4C5CCC(C5)C4C3=O)c2)cc1 (stereo unspecified),6,2,-7,-21,11,14,-29,0
O=C(Nc1cccnc1)C1(c2ccccc2)CCCC1,-4,-23,2,-4,6,1,-14,-6
Cc1ccnc(Nc2nc(-c3sc(C)nc3C)cs2)c1,4,-17,10,-3,-3,20,-166,19
CCn1c(SCC(=O)Nc2cc3oc4ccccc4c3cc2OC)nnc1-c1cccs1,14,-6,-8,4,2,14,7,18
COc1ccc(C(=O)NCCN2CCOCC2)cc1OC,-15,3,-2,-5,13,0,1,-4
COc1ccc(OCCCC(=O)Nc2cc([N+](=O)[O-])ccc2C)cc1,2,-4,22,-3,11,5,-6,-8
CC(=O)NCC(=O)NC1CC(C)(C)Cc2c1cnn2-c1ccccc1 (stereo unspecified),-6,-34,-3,-1,1,-4,-4,-14
CC(CCc1ccco1)NC(=O)Cn1ncc2c1-c1ccccc1OC2 (stereo unspecified),-1,1,-6,4,12,-9,-10,4
COc1ccccc1Nc1nc(C)cs1,-9&-19,-11&8,-2&10,7&2,-1&-5,-8&12,5&-24,1&1
CC(C)OC(=O)c1cc(C(=O)c2cc(Br)ccc2O)coc1=N,3,35,-14,-7,4,2,1,14
COC(=O)CSc1nc(N)nc(C)c1Br,-1,-3,-7,-11,5,3,-11,-4
COc1ccc(C(C)=O)cc1COC(=O)CNC(=O)c1cc(C)cc(C)c1,0,9,2,-4,12,-9,6,-12
COc1ccccc1OCC(=O)Nc1nnc(C2CCCC2)s1,-7,-12,-7,-5,5,0,-37,5
Brc1cccc(-c2nnc(-c3ccccc3)o2)c1,-104,-84,4,70*,17,2,-124,9
Cc1ccccc1CN(C)c1ccc(S(=O)(=O)N2CCN(C)CC2)cn1,3,6,10,1,2,-10,16,-8
CCCc1cc(=O)n2[nH]c(C)c(-c3ccc(Cl)cc3)c2n1,-8,17,-6,-1,0,-5,-13,-9
O=C(OCc1ccccc1)c1cccc(-c2nnn(Cc3ccccc3)n2)c1,-11,-75,-6,-14,22,5,-96,20
Cc1ccc(SCCNC(=O)C(CO)(CO)CO)cc1,6,8,0,-5,-25,-8,-12,-22
c1ccc(C[C@H]2CN=C(Nc3ccccc3)N2CCCC2CCCCC2)cc1,15,12,48*,-2,10,2,10,47*
COc1ccccc1-n1c(=O)c2c3c(sc2n2c(SC(C)C)nnc12)CCC3,9,7,2,0,-6,4,27,5
Cc1ccc(S(=O)(=O)N[C@@H](Cc2ccccc2)C(=O)N2CCC(C(=O)N[C@@H](CC(C)C)C(=O)O)CC2)cc1,0,2,2,-2,-1,-1,5,-2
CCOC(=O)C1CCN(C(=O)COC(=O)CN(C)S(=O)(=O)c2ccc(NC(C)=O)cc2)CC1,5,-4,7,-2,-5,5,3,-15

# (further entries)
Compound,Jurkat NFkB inh,Gli-Sufu block,UBC13 inh,SENP8 inh,CCR6 antagonist,EBI2 antag,697 NFkB inh,Apaf1 inhib
O=C(Oc1cccc2ccccc12)c1cc(Cl)nc2ccccc12,-19,13,-12,1,10,-8,-32,18
O=C(C[n+]1ccccc1)N/N=C/c1c(F)cccc1Cl,-20,13,4,-5,-1,-1,-1,2
NNC(=O)CCn1c2ccccc2c2ccccc21,-8,-9,16,-4,-1,4,11,-1
CC1CCCCN1S(=O)(=O)c1ccc(S(=O)(=O)N2CCN(C)CC2)cc1 (stereo unspecified),-3,-24,2,3,-2,0,11,-3
CCOc1ccc(N(CC(=O)NC2CCCCC2)S(=O)(=O)c2c(C)noc2C)cc1,0,4,12,-2,10,10,3,6
CC(=O)n1cc(C(C[N+](=O)[O-])SCCN)c2ccccc21 (stereo unspecified),-11,21,3,-2,60*,-52,28,-3
CCC(SC1=N/C(=C/c2ccccc2)C(=O)N1c1ccccc1)C(=O)Nc1cc(C)on1 (stereo unspecified),9,-12,-9,-8,22,14,7,1
Cc1nn(C)c(NC(=O)c2ccccc2Cl)c1Cl,-12,4,2,2,-4,3,12,-2
Cc1nccn1CCCNC(=O)C1CCC(=O)N(Cc2ccccc2F)C1 (stereo unspecified),8,-9,-6,-7,-8,-10,-30,1
COc1ccc(CCNC(=O)COc2ccc(N(C)S(=O)(=O)c3ccc(C)cc3)cc2)cc1OC,-10,0,-9,-1,11,9,-17,2
CCc1cc(=O)oc2cc(C)cc(OC(C)C(=O)NC(Cc3c[nH]c4ccc(O)cc34)C(=O)O)c12 (stereo unspecified),4,-2,-1,-10,-8,-5,16,-6
CCOC(=O)C1CCC(CNCc2ccc(Cl)cc2)CC1 (stereo unspecified),4,13,9,1,-9,9,6,-2
COC(=O)c1cccc(NC(=O)/C(=C\c2ccccc2)NC(=O)c2ccccc2Cl)c1,-1,-1,-2,3,31,-9,20,-16
CCc1ccc2c(c1)c(N=NC1=NC(=O)CS1)c(O)n2CC,-6,-3,-37,-7,18,0,-3,9
O=C(NC1CCCC1)C(c1ccsc1)N(Cc1ccco1)C(=O)Cc1cccs1 (stereo unspecified),17,-12,8,-5,32,18,3,9
O=C(COC(=O)c1ccc(Cl)nc1)NC1CCCc2ccccc21 (stereo unspecified),-7,5,-1,-13,-7,3,16,0
COc1cc2c(C)nc3onc(-c4ccccc4)c3c2cc1OC,-3,2,16,0,9,11,-23,5
CC(C(=O)NC(C)(C)C)N(Cc1cccs1)C(=O)CCN1CCc2ccccc21 (stereo unspecified),-4,9,1,0,15,7,8,-12
CCN(CC)c1ccc(NC(=O)Nc2cccc(C(C)=O)c2)cc1,-34,41,3,-1,-3,11,-21,-3
CCOC(=O)c1cnc2ccc(OCC)cc2c1N(C)Cc1ccccc1,8,49,-6,-4,17,24,-26,13
Cc1cc(/C=N/NC(=O)c2ccc(O)cc2)c(C)n1CC(C)C,2,-12,20,-3,3,-11,-1,-25
COCCCNC(=O)c1ccc(Cn2c(=O)c3ccccc3n(Cc3cc(C)ccc3C)c2=O)cc1,0,-6,8,4,-3,8,2,4

# Another view of part of the listing above.
> CCOc1ccc(N(CC(=O)NC2CCCCC2)S(=O)(=O)c2c(C)noc2C)cc1
  Jurkat NFkB inh: 0	Gli-Sufu block: 4	UBC13 inh: 12	SENP8 inh: -2	CCR6 antagonist: 10	EBI2 antag: 10	697 NFkB inh: 3	Apaf1 inhib: 6
> CC(=O)n1cc(C(C[N+](=O)[O-])SCCN)c2ccccc21 (stereo unspecified)
  Jurkat NFkB inh: -11	Gli-Sufu block: 21	UBC13 inh: 3	SENP8 inh: -2	CCR6 antagonist: 60*	EBI2 antag: -52	697 NFkB inh: 28	Apaf1 inhib: -3
